T cell modulator: modulators of CD8 T cell-vesicle binding, primary screen, mouse 2C CD8+ T cells, flow cytometry. calls only at 7 µM. hit rate 0.068% among 330,000. 2C CD8+ T cell-vesicle binding; stronger effect = lower value;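 active = response, share of CD8 T cells binding vesicles, and their 90th percentile fluorescence all below set limits, cut at about 80% in these data, passing the limit was not always enough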
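Benchmarks: naked versus QL9-loaded vesicles / Assay system: purified 2C TCR transgenic mouse naive CD8+ T cells / Technique: high-throughput flow cytometry with anti-B7-1 and anti-CD8 staining / Timing: Cell–vesicle co-incubation 1.5 h at 37 °C, staining 20 min on ice / Read-out: percent CD8+ FL2 mean versus row control / Probe or stimulus: QL9-loaded Drosophila micro-vesicles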
Hep lipid drop: inhibitors of hepatocyte lipid droplet formation, primary screen, imaging, high-throughput imaging, BODIPY stain. hit rate 0.4% among 240,000. AML12 mouse hepatocytes, oleate lipid droplets. inhibition, % at 6.5 µM;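 active = lipid droplet intensity inhibited by at least 50%, with more than 500 cells counted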
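Assay system: AML12 mouse liver cells | Compound dosing: One dose, 6.5 µM compound | Read-out basis: Droplet intensity reduction, % inhibition | Measured by: Fluorescence imaging, 20x objective, two fields per well | Schedule: Overnight treatment with compound plus oleate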
Insulin prom up: insulin promoter activators in MIN6 cells, imaging, high-content screening, mouse beta cells. z-score at 5 µM. hit rate 0.3% among 190,000. MIN6 insulin promoter-GFP reporter; stronger effect = higher value;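 active = z-score above 3 at 5 µM with at least 500 cells counted in the well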
PMI inhibition: human PMI inhibitors, high substrate, primary screen, biochemical, fluorescence intensity, high mannose 6-phosphate (AID 1220); Mannose-6-phosphate isomerase (Homo sapiens); recombinant PMI enzyme, coupled fluorescence intensity; higher % means a stronger effect; one-dose inhibition, % at 20 µM; IC50 in µM for titrated hits; hit rate 0.66% among 190,000
Autophagy mod: autophagy modulators in MEF cells, primary screen, imaging, high-content, MEF GFP-LC3 | MEF GFP-LC3 puncta imaging; test concentration mostly 10 µM | calls only at 10 µM (by protocol) | hit rate 0.98% among 190,000;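 active = percentage of spot-positive cells more than 3 SD above its plate mean, without a fluorescence outlier flag or 80% toxicity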;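 also: spot-positive cell cutoff set from DMSO-treated cells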
MT stabilize HCS: microtubule stabilizers in HeLa cells, primary screen, imaging, high-content imaging. HeLa tubulin immunostaining HCS, 24 h; share of cells brighter than vehicle mean+2SD. % tubulin-high responders, % at 10 µM. hit rate 0.83% among 200,000;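 active = plate Z-score above 3 for both tubulin-high and condensed-nucleus cell shares, with cell loss under 80%, at 10 µM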;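 also: anti alpha tubulin signal scored within the nucleus-defined area of each cell; some results filed as inactive read as strong as hits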
b-catenin transl: modulators of beta-catenin nuclear translocation, primary screen, imaging, HeLa cells, immunofluorescence, high-content | nuclear translocation activity, % at 5 µM | hit rate 0.3% among 190,000 | AID 1665, 2009;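 active = nuclear translocation activity above 50% at 5 µM, with a well cell count of 50 or more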;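 also: per-cell ratio of nuclear to cytoplasmic median beta-catenin stain intensity; plate controls were DMSO negative control for no effect and GSK-3 inhibitor IX positive control for full effect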
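Test system: human HeLa cell line; Doses: 5 µM primary, 0.02–20 µM confirmation; Incubation: 24 h compound exposure, 37°C; Detection: beta-catenin immunofluorescence imaging with DAPI; Read-out: beta-catenin nuclear/cytoplasmic ratio, % activation.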
TNAP activators: human TNAP enzyme activators, primary screen, biochemical, luminescent, no phosphate acceptor, uHTS (AID 1001). Alkaline phosphatase, tissue-nonspecific isozyme (Homo sapiens). purified TNAP, luminescent activation assay, no phosphate acceptor; higher activation fold means a stronger effect. activation fold at 20 µM; hits with a dose series show EC50 in µM. hit rate 0.03% among 200,000; in the data active = activation fold from about 3, or a potency from the dose series; inactive = the rest, 99 in 100 with activation fold below about 1.6; also: many of its hits are not listed in these tables
human PMI inhibition: inhibitors of human PMI, primary screen, biochemical, fluorescence intensity, coupled assay (AID 1209). one-dose inhibition, % at 20 µM; IC50 in µM for titrated hits. purified PMI enzyme, coupled fluorescence intensity; higher % means a stronger effect. Mannose-6-phosphate isomerase (Homo sapiens). hit rate 0.42% among 190,000;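 also: plate controls were DMSO vehicle for no effect and wells lacking substrate for full effect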
Insulin prom up cell count: second read-out of Insulin prom up, no call of its own (marks repeat the call); cell count; measured here: cytotoxicity, nuclei count;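 total cells summed across four imaged fields per well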
Hep lipid drop cells 6.5 µM: recorded beside Hep lipid drop, whose call it bears; cell count; measured here: cell count, cytotoxicity flag;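 cells counted across two imaged fields per well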
b-catenin transl cell count 5 µM: second read-out of b-catenin transl, no call of its own (marks repeat the call); cell count; measured here: cell count, cytotoxicity flag
T cell modulator vesicle-bound %: further read-out of T cell modulator, marked with its call; double positive events, %; measured here: CD8+ vesicle-bound cell fraction;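 binding gate set so that unloaded-vesicle control wells show 10% double positive cells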
MT stabilize HCS Hoechst-high %: further read-out of MT stabilize HCS, marked with its call; % Hoechst-high responders; measured here: nuclear condensation Hoechst responders;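 share of cells brighter than vehicle mean plus two SD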
MT stabilize HCS cytotoxicity %: further read-out of MT stabilize HCS, marked with its call; toxicity, %; measured here: cytotoxicity by cell density;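 0% = mean cell density of plate MIN control wells and 100% = no cells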
Autophagy mod cell loss 18 h: recorded beside Autophagy mod, whose call it bears; toxicity, %; measured here: cell loss, nuclei count;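 cell loss after 18 h compound exposure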
* hit, by the source's call; i = inactive; nt = not tested or not shown. Rule as the data show it, unless noted: active = inhibition above about 50%; inactive = the rest.

SMILES | T cell modulator | T cell modulator vesicle-bound % | Hep lipid drop | Hep lipid drop cells 6.5 µM | Insulin prom up | Insulin prom up cell count | PMI inhibition | Autophagy mod | Autophagy mod cell loss 18 h | MT stabilize HCS | MT stabilize HCS Hoechst-high % | MT stabilize HCS cytotoxicity % | b-catenin transl | b-catenin transl cell count 5 µM | TNAP activators | human PMI inhibition
Cc1c(Cl)c([N+](=O)[O-])nn1CC(=O)N1CCN(Cc2ccccc2)CC1 | i | 20 | -5 | 593 | 0.48 | 1466 | -12% | i | -17 | 2.0 | 0.7 | 8.5 | -0.9 | 1499 | 1.1 | -7%
O=S(=O)(NCc1ccc(Cl)cc1Cl)c1ccc(N2CCOCC2)nc1 | i | 28 | 1 | 698 | 0.96 | 1523 | nt | nt | nt | nt | nt | nt | -3.0 | 1160 | nt | nt
NC(=O)c1c(NC(=O)Cn2nc(C(=O)O)c3ccccc3c2=O)sc2c1CCCC2 | i | 49 | 22 | 834 | -0.64 | 978 | nt | nt | nt | nt | nt | nt | 0.3 | 1323 | nt | nt
Cc1cccc(Cn2ccc(N)n2)c1 | i | 37 | 10 | 730 | 2.3 | 1314 | -6% | i | -8 | 3.0 | 2.9 | 6.2 | 2.6 | 1072 | 1.1 | -4%
N#Cc1c(-c2ccccc2F)cc(-c2cccnc2)nc1N | i | 38 | 13 | 653 | -0.58 | 1461 | 12% | i | -4 | 4.2 | 3.6 | 4.8 | -1.6 | 949 | 1.1 | 6%
O=S(=O)(NCc1ccccc1)c1ccc2c(c1)OCCO2 | i | 25 | -36 | 494 | 0.14 | 1475 | -10% | i | 3 | 1.6 | 3.0 | 7.9 | -0.5 | 967 | 0.9 | -4%
COc1ccc(C(CC(=O)N2CCCCC2)NC(=O)C(F)(F)F)cc1 (stereo not given) | i | 37 | 5 | 707 | -0.75 | 1022 | -6% | i | 1 | 3.0 | 2.9 | 8.3 | 1.9 | 985 | 1.1 | -17%
CCc1c(C#N)c(SCCC(=O)Nc2ccc(C)cc2)nc2c1C(=O)CC(C)(C)C2 | i | 38 | 42 | 721 | 0.23 | 844 | 8% | i | -6 | 2.4 | 1.8 | 7.2 | 3.4 | 909 | 1 | 13%
CCOCCCNC(=O)CNC(=S)N(Cc1ccc(C)cc1)Cc1ccco1 | i | 17 | -3 | 753 | 0.64 | 1158 | 2% | i | -9 | 3.9 | 3.1 | 5.2 | -0.1 | 1069 | 1.2 | 5%
CCS(=O)(=O)N1CCN(c2ccc(S(=O)(=O)N3CCOCC3)cc2)CC1 | i | 25 | 8 | 756 | nt | nt | 11% | i | -2 | 3.5 | 2.8 | 12 | -2.3 | 588 | 1 | 4%
CN(C)S(=O)(=O)c1cccc(NC(=S)NN=C(Cc2ccccc2)Cc2ccccc2)c1 | i | 56 | 18 | 642 | -0.12 | 1282 | -8% | i | -9 | 2.3 | 1.7 | 7.8 | 1.3 | 915 | 1.3 | -2%
Cn1c(NC(=O)c2ccco2)cc(=O)n(C)c1=O | i | 23 | nt | nt | -0.22 | 1163 | 2% | i | 2 | 3.2 | 2.1 | 6.3 | -5.1 | 1081 | 1.1 | -5%
Cc1nc(SCCOc2ccccc2)[nH]c(=O)c1Cc1ccccc1 | i | 28 | -1 | 738 | 0.04 | 1384 | -2% | i | 4 | 2.2 | 3.3 | 3.5 | 1.7 | 1029 | 1 | 2%
OC1(c2ccc(OC(F)F)cc2)CSC(=Nc2cccnc2)N1Cc1ccco1 (stereo not given) | nt | nt | 4 | 669 | 0.43 | 1386 | 18% | i | 20 | 3.4 | 1.0 | 12 | 1.1 | 967 | 1.1 | 17%
O=C(c1ccccc1F)N1CCCC(C(=O)N2CCN(c3ccccc3)CC2)C1 (stereo not given) | i | 26 | -2 | 744 | -0.2 | 1061 | nt | nt | nt | nt | nt | nt | 0.3 | 1287 | nt | nt
Nc1nc(Cl)cc(NCCc2ccccc2)n1 | i | 20 | 20 | 703 | -0.69 | 1320 | -5% | i | -8 | 3.3 | 2.1 | 8.0 | 2.2 | 926 | 1.1 | -8%
C=CCNC(=O)COC(=O)c1cc(S(=O)(=O)N2CCOCC2)ccc1N1CCCCC1 | i | 10 | -2 | 719 | 0.36 | 945 | 4% | i | -6 | 1.4 | 1.2 | 2.5 | -2.6 | 1170 | 1 | 6%
CCOCCCNCC(O)c1ccccc1 (stereo not given) | i | 52 | -22 | 586 | 0.24 | 1453 | -4% | i | 8 | 3.0 | 2.2 | 5.6 | 0.9 | 1192 | 1 | 6%
COc1ccc(-c2csc(/C(C#N)=C(\O)CSc3nccn3C)n2)cc1OC | i | 56 | nt | nt | nt | nt | 41% | i | -4 | 2.0 | 2.6 | 13 | -6.0 | 1093 | 1 | 22%
CCOc1ccccc1C(=O)Nc1cnn(Cc2ccc(F)cc2)c1 | i | 9 | 0 | 673 | -0.25 | 1262 | 1% | i | -6 | 1.9 | 4.2 | 6.2 | -1.6 | 992 | 1.1 | -4%
Cc1ccc(S(=O)(=O)Nc2ccccc2/C=N/c2nc3ccccc3n2C)cc1 | i | 26 | -22 | 649 | 1.3 | 1429 | 15% | i | 4 | 1.9 | 1.8 | 3.7 | -0.1 | 1043 | 0.8 | 2%
COc1cc(C(C(=O)NC(C)(C)C)N(Cc2ccccc2)C(=O)c2cnccn2)cc(OC)c1OC (stereo not given) | i | 15 | nt | nt | nt | nt | 15% | i | 10 | 4.3 | 2.2 | 4.3 | -3.0 | 1014 | 1.2 | 15%
CC(C)CCn1cnc2c(oc3nc4c(cc32)CCCC4)c1=O | i | 13 | -10 | 742 | 0.02 | 1434 | nt | nt | nt | nt | nt | nt | -3.3 | 1251 | nt | nt
Oc1ccccc1/C=C/c1noc(-c2ccccc2O)n1 | i | 25 | 13 | 683 | -0.3 | 1378 | -3% | i | -6 | 2.4 | 3.4 | 10.0 | 0.2 | 1476 | 1.1 | -7%
CCC(=O)NCCC(c1ccco1)c1ccccc1OC (stereo not given) | i | 23 | -26 | 781 | nt | nt | -14% | i | -2 | 1.5 | 1.9 | 7.6 | 1.8 | 469 | 1.1 | -21%
(further entries)
SMILES | T cell modulator | T cell modulator vesicle-bound % | Hep lipid drop | Hep lipid drop cells 6.5 µM | Insulin prom up | Insulin prom up cell count | PMI inhibition | Autophagy mod | Autophagy mod cell loss 18 h | MT stabilize HCS | MT stabilize HCS Hoechst-high % | MT stabilize HCS cytotoxicity % | b-catenin transl | b-catenin transl cell count 5 µM | TNAP activators | human PMI inhibition
O=c1c(-c2nc3ccccc3s2)cccn1Cc1ccc(Cl)c(Cl)c1 | i | 38 | -12 | 701 | -0.32 | 1901 | 10% | i | 15 | 0.1 | 2.1 | 9.0 | -1.0 | 1142 | 1.1 | 15%
COc1ccc2c(c1OC)C(=O)N(c1ccccc1)C2=O | i | 61 | 11 | 719 | -0.13 | 1371 | 8% | i | -8 | 2.6 | 1.7 | 2.1 | 0.1 | 962 | 1.1 | 9%
O=C1NCCCc2c1oc1ccc(O)cc21 | i | 50 | nt | nt | 2.3 | 1396 | 1% | i | -1 | 8.5 | 2.6 | 2.5 | -0.3 | 1352 | 0.9 | -8%
CCc1ccccc1NC(=S)N(CCN1CCCCCC1)Cc1ccco1 | i | 59 | -14 | 731 | -0.74 | 1178 | -11% | i | 3 | 4.4 | 2.2 | 2.6 | nt | nt | 1.1 | -12%
Cc1noc(C(F)(F)F)c1C(=O)NNC(=O)c1ccccc1 | i | 24 | -6 | 741 | -0.37 | 1507 | nt | nt | nt | nt | nt | nt | -1.5 | 1194 | nt | nt
O=C(CN1CCCC1)NC12CC3CC(CC(C3)C1)C2 | i | 42 | -13 | 619 | 0.01 | 1344 | -16% | i | 8 | 2.4 | 2.6 | 0.6 | -1.4 | 952 | 1 | -26%
COCc1nnc(NC(=O)c2ccc(OC)cc2OC)s1 | i | 42 | -36 | 549 | 0.16 | 1481 | -3% | i | -4 | 3.5 | 1.4 | 0.3 | 0.3 | 1444 | 1.1 | -13%
Cc1ccc(NC(=O)C2CCN(S(=O)(=O)c3cnc[nH]3)CC2)cc1C | i | 45 | 22 | 747 | 0.09 | 1165 | 3% | i | -57 | 3.8 | 3.8 | 4.2 | -2.8 | 537 | 1 | 2%
Cc1nn(C(=O)c2ccc([N+](=O)[O-])cc2)c(C)c1Br | i | 33 | 6 | 726 | 0.14 | 1410 | nt | nt | nt | nt | nt | nt | -3.0 | 1202 | nt | nt
CNC(=O)c1cc2cc(OC)ccc2oc1=O | i | 46 | 29 | 817 | 0.05 | 1016 | -6% | i | 1 | 1.4 | 1.1 | 4.9 | nt | nt | 1.1 | -8%
CC(=O)Nc1ccc(OC(=O)CC2SC(=O)NC2=O)cc1 (stereo not given) | i | 26 | nt | nt | 0.01 | 1011 | -2% | i | -2 | 4.7 | 3.3 | 11 | 0.8 | 1159 | 1.1 | 0%
COc1ccc(Cl)cc1NC(=O)C1COc2ccccc2O1 (stereo not given) | i | 40 | 1 | 716 | -0.9 | 1355 | 4% | i | 15 | 6.8 | 1.5 | 9.8 | 0.4 | 1133 | 1.1 | 6%

The order is random; about 2.9% have a hit in one of these screens.
